Screening results as filed in PubChem BioAssay.
yeast mlh1 rad18: NCI yeast anticancer drug screen, S. cerevisiae mlh1 rad18 strain; 79,000 compounds, 11% hits; AID 175; % growth inhibition at 50 µM;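 also: 0% = growth of vehicle-only cultures of the same strain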
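In this whole-cell yeast screen, a strain with altered DNA damage repair is challenged with compound, and its growth is measured against matched vehicle-treated controls.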
yeast rad50: NCI yeast anticancer drug screen, S. cerevisiae rad50 strain; % growth inhibition at 50 µM; 79,000 compounds, 10% hits; AID 155;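 also: 0% = growth of vehicle-only cultures of the same strain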
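DNA repair mutant yeast, compound exposure, growth read-out; inhibition is taken relative to vehicle.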
yeast cln2 rad14: NCI yeast anticancer drug screen, S. cerevisiae cln2 rad14 strain | AID 165 | growth inhibition, % at 50 µM | 78,000 compounds, 8.3% hits;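 also: 0% = growth of vehicle-only cultures of the same strain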
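Growth inhibition, relative to vehicle-treated controls, is the read-out. The test organism is a yeast strain with defined genetic alterations, cln2 rad14.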
bub3: NCI yeast anticancer drug screen, S. cerevisiae bub3 mutant strain. growth inhibition, % at 50 µM. 78,000 compounds, 9.9% hits;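 also: 0% = growth of vehicle-only cultures of the same strain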
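In this screen, a yeast mutant lacking normal mitotic checkpoint function is challenged with compound. Relative growth versus vehicle gives the inhibition value.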
sgs1 mgt1: NCI yeast anticancer drug screen, S. cerevisiae sgs1 mgt1 strain. % growth inhibition at 50 µM. 78,000 compounds, 10% hits;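 also: 0% = growth of vehicle-only cultures of the same strain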
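Inhibition of yeast growth, normalised to vehicle-treated controls, is reported for a strain bearing genetic alterations in DNA damage repair.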
mec2-1: NCI yeast anticancer drug screen, S. cerevisiae mec2-1 strain. growth inhibition, % at 50 µM. 79,000 compounds, 9% hits. AID 157;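 also: 0% = growth of vehicle-only cultures of the same strain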
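Using mec2-1 yeast: add compound, measure growth, express inhibition versus vehicle-treated cultures.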
* = called active by the depositor; & = joins results of further samples. Rule as the data show it: active = growth inhibition above about 70%; inactive = the rest. Compounds were not picked by outcome. About 14% of those tested had a hit in this group.

SMILES	yeast mlh1 rad18	yeast rad50	yeast cln2 rad14	bub3	sgs1 mgt1	mec2-1
Cc1cc(C)nc(NCCCCCCNc2nc(C)cc(C)n2)n1	6	1	12	4	-3	-2
c1ccc2c(c1)CCN1CCc3ccccc3C1C2 (stereo not given)	36	7	44	37	45	26
COC(=O)Nc1nc2cc(OC)c(OC)cc2c(=O)[nH]1	9	14	14	7	-16	-8
COc1ccc(C2OCCO2)cc1	9	29	-29	-10	10	23
O=C(CC12C3C4C1C1C2C3C41CC(=O)NO)NO (stereo not given)	-11	-29	12	-20	-29	-28
Cn1nnc2c(C(N)=O)ncn2c1=O	-77	-11	-25	-27	-28	-18
OC1CC2CCCC2CC1O (stereo not given)	-1	-9	6	-10	-7	-30
Clc1c(Cl)c(Cl)c(C[n+]2c(Cl)sc3ccccc32)c(Cl)c1Cl	6	13	-7	10	5	10
CC(CN(C)C)CN1c2ccccc2Sc2ccccc21 (stereo not given)	8	-7	-3	6	-7	-2
COC(=O)[C@]1(C)CCCC2(C)C3=C(CCC21)CC1(CC3)SCCS1 (stereo not given in full)	86*	85*	86*	86*	88*	91*
CC(C)=CCC1=C(OC2OC(CO)C(O)C(O)C2O)C(=O)c2ccccc2C1=O (stereo not given)	6	15	7	7	11	16
CSc1ccc(Nc2ncnc(N)n2)cc1	15	20	-1	9	9	6
CC(=O)Nc1cc(Cl)ccc1F	18	14	-7	-1	12	-6
O=C(O)c1ccc2c(c1)S(=O)(=O)c1ccccc1C2=O	17	14	10	24	-4	18
O=c1[nH]c2ccc([N+](=O)[O-])cc2nc1/C=C(\O)c1ccccc1	-46	-10	-31	4	-24	14
COc1cccc(C2C(C(=O)O)=C(CO)Oc3cc4c(cc32)OCO4)c1 (stereo not given)	15	21	14	13	22	16
CCC1C(=O)N(C)c2ccccc21 (stereo not given)	13	-2	2	-19	-10	-10
CCCCCCOC(=O)COc1ccccc1	34	24	41	16	21	-1
C=CC[N+]1(CCOC(=O)C(c2ccccc2)C2C=CCC2)CCCC1 (stereo not given)	-22	-17	-14	-14	-7	1
CCN(CCO)CC(O)Cn1cnc2ncnc(N)c21 (stereo not given) (tested in a mixture with another compound)	28	30	24	3	9	20
Nc1ccccc1/C=C/c1c[nH]c2ccccc12	97*	92*	96*	98*	53	98*
Cc1cc(NC(=O)C(=O)C(C#N)c2cccc(Cl)c2)no1 (stereo not given)	2	-39	-38	-5	12	2
CC1(C)CCC2(C)CC=C3C(C)(CCC4C3(C)CCC3C(C)(C)C(O)CCC43C)C2C1 (stereo not given)	-10	1	-10	-18	-23	-4
N#CCCCCCCl	15	-9	4	-16	10	-27
CCOC(=O)NC(=O)c1cn(CCOC(=O)NCCCCCCNC(=O)OCCn2cc(C(=O)NC(=O)OCC)c(=O)[nH]c2=O)c(=O)[nH]c1=O	-2	9	17	-1	19	12
Cc1c(-c2cc(-c3ccccc3)n[nH]c2=O)c2ccccc2n1C	12	-45	8	1	2	-6
CCCCNC=C1C(=O)Nc2ccccc2NC1=O	-20	-13	-3	-16	-18	-20
COC(=O)NC1CCCCC1	-6	-2	21	-8	-5	-14
Cc1coc2c3c(ccc12)OC(C)(C)C=C3	38	22	61	7	32	16
CSCCOC(=O)C(=[N+]=[N-])c1ccc([N+](=O)[O-])cc1	11	-19	6	2	-6	-17
CCC(OC(=O)c1c(C(=O)O)cccc1[N+](=O)[O-])C(C)c1ccccc1 (stereo not given)	-7	1	-32	-12	6	-16
C[N+](C)(C)CCOP(=O)(O)OP(=O)([O-])OCC1CCC(n2ccc(N)nc2=O)O1 (stereo not given)	-3&-39	4&8	-2&6	3&-39	9&-19	0&-11
C[C@@]12CCC(=O)C=C1CC[C@H]1C2CC[C@]2(C)C1CC[C@H]2C(=O)COC(=O)CCC(=O)O (stereo not given in full)	-34	-2	-22	3	21	-8
COC(=O)c1c(C(=O)OC)c2ccccn2c1-c1cc(OC)c(Br)c(=O)o1	-105	0	-19	-4	-8	-18
CCNCC(C)(C)O	28	8	8	0	6	-4
COc1ccc(C2S/C(=C\c3cc(OC)c(OC)c(OC)c3)C(=O)N2NC(=O)Cc2ccccc2)cc1 (stereo not given)	-26	-15	-20	-24	-15	-43
Cc1oc2ccccc2c(=O)c1Cn1nnc2ccccc21	-11	5	16	22	17	15
O=C1C(Cl)=C(Nc2ccc(S(=O)(=O)O)cc2)C(=O)c2ccccc21	99*	100*	99*	99*	100*	100*
COc1ccc(CNc2nc3ccccc3nc2-c2cccs2)cc1OC	62	66	59	61	57	50
O=C1C(=O)N(c2cccc(C(F)(F)F)c2)C(=O)C(=O)C1c1nc2ccccc2s1	-1	-18	16	-11	-31	5
CCCCCCCCCCCCCCCCCC(=O)N/N=C/c1ccccc1	-6	1	3	-2	12	-3
Cn1c2ccccc2c2c(-c3ccccc3)cc3c(c21)C(=O)C=CC3=O	8	-15	16	-26	4	-11
CC(C)(C)N[P+](Cc1ccccc1)(NC(C)(C)C)c1ccccc1	9	33	-10	4	62	11
S=c1nc[nH]c2c1ncn2CCCc1ccccc1	-22	-4	-9	29	-17	15
O=C(O)Cc1cc(O)ccc1O	-2	-10	19	-35	-34	-49
Cc1ccc2c(c1)C(C(=O)N[C@@H]1C(=O)N3[C@@H]1SC(C)(C)[C@@H]3C(=O)O)OCCC2 (stereo not given in full)	-68	-5	2	1	16	-12
O=C1c2ccccc2-c2cccc(Br)c21	25	62	-10	6	27	12
C1=NCCc2cc3[nH]c4ccccc4c3cc21	6	21	-7	-6	1	8
COc1ccc2c(c1)C(=O)[C@@](Nc1ccc(C=O)cc1)(OC)[C@@](OC)(c1ccc([N+](=O)[O-])cc1)O2	12	9	2	-9	30	-3
FC(F)(F)C(Cl)=C(Cl)Cl	-2	-2	20	-14	14	-39
COC1OCC(NC(=O)CNC(=O)CCCCCCCCCCCCC(C)C)C(O)C1O (stereo not given)	19	16	32	-8	9	6
O=C1C=CC(=O)N1CCc1ccccc1	99*	99*	99*	99*	99*	100*
c1ccc(SCN(CSc2ccccc2)c2ccccc2)cc1	15	-1	67	22	14	27
CN(C)CC1CCC2=C(C1=O)C(c1ccc(Cl)c(Cl)c1)C1=C(CCC(CN(C)C)C1=O)O2 (stereo not given)	49	76*	-17	4	48	50
Cc1ccc(CC2CC(=O)c3ccccc3C2=O)cc1 (stereo not given)	-16	-8	-14	4	-5	3
Nc1ncnc2[nH]c(=S)[nH]c(=S)c12	-26	-1	-4	35	-9	-17
Cc1[nH]ccc2c3ccc(=O)cc3n(S(=O)(=O)O)c12	-7	11	18	17	-1	-8
CCOC(=O)C1=C(C)N(NC(N)=O)C(C)(O)C12CCOC2=O (stereo not given)	39	32	13	3	-11	0
CCn1c2ccccc2c2cc(N=Nc3cc(CN(C)C)c(O)c4ncccc34)ccc21	42	-3	21	-7	32	18
O=C(OC1(c2ccccc2)OCCNC1c1ccccc1)c1ccccc1 (stereo not given)	28	22	45	23	41	12
The list continues.
SMILES	yeast mlh1 rad18	yeast rad50	yeast cln2 rad14	bub3	sgs1 mgt1	mec2-1
CC(=O)Nc1ncnc2[nH]ncc12	-5	7	-45	-2	12	10
N#C/C(N)=C(/C#N)N=Cc1ccccc1	19	16	-64	7	8	21
Cc1cc2cccc(Cl)c2nc1C(=O)c1ccccc1	-13	-9	22	-7	-9	-12
OCCC1CCN(CC/C=C2/c3ccc(F)cc3Sc3ccc(C(F)(F)F)cc32)CC1	88*	37	71*	65	83*	63
Nc1c(I)cc(C(=O)O)c(O)c1I	-9	2	5	-6	-15	-27
CN(C)CCNCCCNc1c2ccccc2nc2cccc([N+](=O)[O-])c12	89*	81*	97*	-4	80*	79*
CCc1cccc2cc3c(ccc4ccccc43)cc12	-15	-7	-26	5	2	-6
Oc1ccc(C(O)CNCCCCCCNCC(O)c2ccc(O)c(O)c2)cc1O (stereo not given)	-5	-17	6	-1	-2	7
CCCCCCCCC1(OCCCS(=O)(=O)O)COc2ccccc2OCCOCCOc2ccccc2OC1	95*	98*	94*	96*	98*	87*
Fc1cccc(C(Nc2nncs2)Nc2nncs2)c1F	28	6	-1	5	30	9
C=CCn1cnc2c1c(=O)n(C)c(=O)n2C	7	13	3	-4	-4	-2
CC(=O)Nc1ccc2c(c1)C(=O)c1ccc(S(C)(=O)=O)cc1-2	-3	15	4	-1	-1	-1
NCCC(=O)c1ccccc1	25&-3	0&-8	8&-17	8&-20	-1&-15	6&-4
O=c1oc2c3ccc4ccccc4c3n(CCCN3CCCCC3)c2c2ccccc12	87*	54	76*	85*	87*	83*
COC(=O)c1[nH]c(=O)c(C#N)c(C(=O)OC)c1C(=O)c1ccc2ccccc2c1	81*	81*	20	25	68	11
Cc1ncc(CO)c(CO)c1O	-6&46	-8&3	2	7	-4	-14&-3
COC(=O)c1cccc(Cl)n1	8	5	1	10	-7	-17
Cc1cc(N(CCC#N)CCC#N)ccc1N=Nc1cccc(C(=O)O)c1	-27	-40	-16	-34	-10	-34
CC1=CC(=O)CCC1c1ccccc1 (stereo not given)	-6	-53	1	-10	-20	-5
O=C1OCC(C2CCCCC2)C(Br)=C1Br (stereo not given)	-13	-45	2	-5	-19	-48
Brc1cccc(N=NN2CCCC2)c1	47	15	10	8	29	25
C(=NCCC[Si]12OCCN(CCO1)CCO2)c1ccc(C=NCCC[Si]23OCCN(CCO2)CCO3)cc1	54	38	88*	76*	2	98*
Cc1cccc(Cl)c1N=Nc1c(C)nc(N)nc1-c1ccccc1	8	7	-12	1	6	16

26 entries from above in another layout.
structure,yeast mlh1 rad18,yeast rad50,yeast cln2 rad14,bub3,sgs1 mgt1,mec2-1
CC(CN(C)C)CN1c2ccccc2Sc2ccccc21 (stereo not given),8,-7,-3,6,-7,-2
COC(=O)[C@]1(C)CCCC2(C)C3=C(CCC21)CC1(CC3)SCCS1 (stereo not given in full),86*,85*,86*,86*,88*,91*
CC(C)=CCC1=C(OC2OC(CO)C(O)C(O)C2O)C(=O)c2ccccc2C1=O (stereo not given),6,15,7,7,11,16
CSc1ccc(Nc2ncnc(N)n2)cc1,15,20,-1,9,9,6
CC(=O)Nc1cc(Cl)ccc1F,18,14,-7,-1,12,-6
O=C(O)c1ccc2c(c1)S(=O)(=O)c1ccccc1C2=O,17,14,10,24,-4,18
O=c1[nH]c2ccc([N+](=O)[O-])cc2nc1/C=C(\O)c1ccccc1,-46,-10,-31,4,-24,14
COc1cccc(C2C(C(=O)O)=C(CO)Oc3cc4c(cc32)OCO4)c1 (stereo not given),15,21,14,13,22,16
CCC1C(=O)N(C)c2ccccc21 (stereo not given),13,-2,2,-19,-10,-10
CCCCCCOC(=O)COc1ccccc1,34,24,41,16,21,-1
C=CC[N+]1(CCOC(=O)C(c2ccccc2)C2C=CCC2)CCCC1 (stereo not given),-22,-17,-14,-14,-7,1
CCN(CCO)CC(O)Cn1cnc2ncnc(N)c21 (stereo not given) (tested in a mixture with another compound),28,30,24,3,9,20
Nc1ccccc1/C=C/c1c[nH]c2ccccc12,97*,92*,96*,98*,53,98*
Cc1cc(NC(=O)C(=O)C(C#N)c2cccc(Cl)c2)no1 (stereo not given),2,-39,-38,-5,12,2
CC1(C)CCC2(C)CC=C3C(C)(CCC4C3(C)CCC3C(C)(C)C(O)CCC43C)C2C1 (stereo not given),-10,1,-10,-18,-23,-4
N#CCCCCCCl,15,-9,4,-16,10,-27
CCOC(=O)NC(=O)c1cn(CCOC(=O)NCCCCCCNC(=O)OCCn2cc(C(=O)NC(=O)OCC)c(=O)[nH]c2=O)c(=O)[nH]c1=O,-2,9,17,-1,19,12
Cc1c(-c2cc(-c3ccccc3)n[nH]c2=O)c2ccccc2n1C,12,-45,8,1,2,-6
CCCCNC=C1C(=O)Nc2ccccc2NC1=O,-20,-13,-3,-16,-18,-20
COC(=O)NC1CCCCC1,-6,-2,21,-8,-5,-14
Cc1coc2c3c(ccc12)OC(C)(C)C=C3,38,22,61,7,32,16
CSCCOC(=O)C(=[N+]=[N-])c1ccc([N+](=O)[O-])cc1,11,-19,6,2,-6,-17
CCC(OC(=O)c1c(C(=O)O)cccc1[N+](=O)[O-])C(C)c1ccccc1 (stereo not given),-7,1,-32,-12,6,-16
C[N+](C)(C)CCOP(=O)(O)OP(=O)([O-])OCC1CCC(n2ccc(N)nc2=O)O1 (stereo not given),-3&-39,4&8,-2&6,3&-39,9&-19,0&-11
C[C@@]12CCC(=O)C=C1CC[C@H]1C2CC[C@]2(C)C1CC[C@H]2C(=O)COC(=O)CCC(=O)O (stereo not given in full),-34,-2,-22,3,21,-8
COC(=O)c1c(C(=O)OC)c2ccccn2c1-c1cc(OC)c(Br)c(=O)o1,-105,0,-19,-4,-8,-18
